Bioassay records as filed in PubChem BioAssay.
Salmonella PhoP GFP = PhoP regulon inhibitors, Salmonella typhi PhoP promoter GFP reporter, confirmatory (AID 1850); inhibition, % at 50 µM, or IC50 in µM where a hit was titrated; actives 0.33% (n = 310,000); Salmonella Typhi PhoP-promoter GFP reporter, fluorescence, 4 h; higher % means a stronger effect; in the data active = a potency from the dose series; inconclusive = inhibition mostly from about 25% at the one dose, without a potency; inactive = the rest, 99 in 100 with inhibition below about 19%;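 note: 0% = induced wells with vehicle and 100% = uninduced wells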
H37Rv inhibition = M. tuberculosis growth inhibition, HTS (AID 449762) | M. tuberculosis H37Rv growth inhibition, 7H9 media; higher % means a stronger effect | actives 0.59% (n = 330,000) | inhibition, % at 25 µM, or IC50 in µM where a hit was titrated; in the data active = a potency from the dose series; inconclusive = inhibition above about 70% without an active follow-up result;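 note: bacterial growth assessed after seven days of incubation; strong numbers were not always called active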
tuberculosis growth = growth inhibition of non-replicating M. tuberculosis (AID 488890). Mycobacterium tuberculosis non-replicating, growth inhibition; higher % means a stronger effect. one-dose inhibition, % at 25 µM; IC50 in µM for titrated hits. actives 0.39% (n = 320,000); in the data active = a potency from the dose series; inconclusive = inhibition mostly from about 82% at the one dose, without a potency; inactive = the rest, 99 in 100 with inhibition below about 76%;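 note: plate controls were DMSO cells for no effect and high antibiotic wells for full effect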
inhibitors of VEEV = inhibitors of VEEV TC-83 cytopathic effect, confirmation, Vero cells (AID 588727) | Vero cells, VEEV TC-83 cytopathic effect inhibition; higher % means a stronger effect | inhibition, % at 20 µM; hits with a dose series show IC50 in µM | actives 0.13% (n = 350,000); in the data active = a potency from the dose series; inconclusive = inhibition mostly from about 14% at the one dose, without a potency; inactive = the rest, 99 in 100 with inhibition below about 12%; note: strong numbers were not always called active
influenza NS1A = H1N1 influenza NS1A inhibitors, functional cell based assay (AID 504329); actives 0.3% (n = 340,000); NS1A functional cell-based assay, percent inhibition; higher % means a stronger effect; inhibition, % at 12.5 µM; hits with a dose series show IC50 in µM; in the data active = a potency from the dose series; inconclusive = inhibition above about 27% without an active follow-up result; note: strong numbers were not always called active
Numbers without * were called inactive; i = inactive; u = inconclusive; x = no result given. Random draw from the library (roughly 1.4% active in at least one column).

SMILES	Salmonella PhoP GFP	H37Rv inhibition	tuberculosis growth	inhibitors of VEEV	influenza NS1A
Cc1cc2nnc(SC(C)C)n2c2ccccc12	6%	-2%	2%	3.0%	0%
CC(C)c1csc(CN2CCC(CO)(Cc3cccc(F)c3)CC2)n1	9%	17%	11%	0.9%	-2%
O=C(N/N=C/c1c[nH]c2ccccc12)c1cc(-c2ccc(-c3ccccc3)cc2)n[nH]1	5%	2%	5%	1.9%	5%
Cc1ccccc1NC(=O)CSc1nc(Nc2ccccc2)nc(N2CCOCC2)n1	-7%	3%	0%	7.8%	-2%
COc1cccc(N(C(=O)c2snc(C(N)=O)c2N)C(C(=O)NCc2ccccc2)c2ccc(O)cc2)c1 (configuration not stated)	1%	7%	23%	8.1%	6%
O=C(NCc1ccccc1)N1CCC(Cc2ccccc2)CC1	-9%	0%	40%	2.9%	3%
O=C(CNc1cccc(S(=O)(=O)N2CCCC2)c1)Nc1cccc(F)c1	-2%	2%	2%	8.0%	5%
CCSc1nsc(NC(=O)Nc2ccc(F)cc2F)n1	-15%	4%	i	0.3%	5%
COc1ccccc1CN=C1NC(=O)C(CC(=O)Nc2ccc(C(C)=O)cc2)S1 (configuration not stated)	3%	1%	6%	0.5%	-8%
COc1ccc(C)cc1Nc1n[n+](-c2ccccc2)c(-c2cc(OC)c(OC)cc2Br)s1	18%	62%	78%	8.6%	-4%
O=C(NCC1CCCO1)c1ccc(S(=O)(=O)Nc2ccccc2F)cc1 (configuration not stated)	5%	-10%	4%	4.3%	-9%
Cc1ccc(C)c(N(CC(=O)NC2CCCC2)C(=O)c2csnn2)c1	-13%	3%	-17%	i	-8%
O=c1c2ccccc2ncn1-c1cccc([N+](=O)[O-])c1	-1%	-2%	-7%	0.5%	2%
Cc1ccc(NC(=O)C2CC(=O)Nc3nncn32)cc1 (configuration not stated)	-3%	4%	-9%	0.2%	8%
O=C(NCc1cccnc1)NC1CC(=O)N(c2ccc3c(c2)OCCO3)C1 (configuration not stated)	-16%	-10%	-15%	0.4%	-5%
Oc1ccccc1/C=N/NC(=S)NC1CC2CCC1C2 (configuration not stated)	10%	u	u	i	10%
CCCCC(=O)NC(NC(=S)N1CCOCC1)C(Cl)(Cl)Cl (configuration not stated)	0%	-6%	11%	i	4%
COc1ccc(C(=O)COC(=O)C2CC3CCCC(C2)C3=O)cc1Br (configuration not stated)	-1%	9%	24%	2.4%	-3%
CCN1CCN(C(=S)Nc2ccc(C(C)=O)cc2)CC1	16%	-1%	6%	0.4%	-3%
COCCn1c(=O)[nH]c2cc(C(=O)Nc3nnc(C)s3)ccc21	9%	1%	-11%	1.0%	-5%
COC(=O)CSc1nnc([C@H](Cc2ccccc2)NC(=O)OC(C)(C)C)o1	5%	u	u	1.0%	-8%
CCCC(C(=O)NC(C)(C)CC)N(CC1CCCO1)C(=O)CNS(=O)(=O)c1ccc(F)cc1 (configuration not stated)	-3%	-6%	2%	0.6%	4%
CCCn1c(=S)[nH]c2cc(C(=O)N3CCc4ccccc4C3)ccc2c1=O	-6%	-7%	2%	i	1%
COc1ccc(S(=O)(=O)NCc2ccco2)cc1-c1nnc2c3ccccc3c(C)nn12	0%	-5%	3%	12%	1%
Cc1ccc(NC(=O)N(C2=NCC(C)S2)c2ccccc2)cc1 (configuration not stated)	-23%	-2%	21%	i	0%

Carrying on.
SMILES	Salmonella PhoP GFP	H37Rv inhibition	tuberculosis growth	inhibitors of VEEV	influenza NS1A
N#CC(C(=O)c1ccccc1Cl)=C1SCCCS1	9%	-5%	34%	i	x
O=C(Cn1nnc2ccccc21)N/N=C\c1cccs1	-7%	0%	58%	1.1%	6%
COc1ccc(S(=O)(=O)Nc2ccc3c(c2)OCCO3)cc1Cl	-4%	-1%	8%	1.4%	-37%
CCOc1ccc(C(=O)CCC(=O)NC2=NCCS2)cc1	-1%	-4%	5%	1.3%	-6%
CCc1c(C#N)c(N)nc(SCC(=O)OCc2ccccc2)c1C#N	-8%	-5%	29%	4.0%	-4%
CCOC(=O)c1c(NC(=O)COc2ccccc2F)sc2c1CC(C)(C)NC2(C)C	1%	u	u	u	7%
CCCCn1c(N)c(N(Cc2ccccc2OC)C(=O)c2sccc2C)c(=O)[nH]c1=O	-4%	-3%	15%	0.6%	1%
CS(=O)(=O)c1ccc(Cl)c(NC(=O)C2CCCN(C(=O)c3ccc(Cl)cc3)C2)c1 (configuration not stated)	4%	-11%	-3%	13%	-13%
COCC1CCCN(C(=O)c2ccc3oc(C(C)C)nc3c2)C1 (configuration not stated)	-6%	2%	-13%	0.6%	5%
CCN(CC)S(=O)(=O)c1ccc(C(=O)Nc2cc3oc4ccccc4c3cc2OC)cc1	-1%	-1%	-3%	0.8%	4%
C/C(CC(=O)Nc1ccccc1C)=N\NC(=O)Cc1csc(N)n1	2%	1%	-10%	6.7%	7%
Cc1ccc(C)c(N2N=C(C(=O)N(CC(C)C)c3c(N)n(Cc4ccccc4)c(=O)[nH]c3=O)CCC2=O)c1	-3%	-9%	19%	7.0%	-7%
O=C(O)C12C3CCC(O3)C1(C(=O)O)C1CCC2O1 (configuration not stated)	x	x	x	0.7%	9%
COC(=O)C1=C(CN2CCCc3ccccc32)NC(=O)NC1c1ccc(F)cc1 (configuration not stated)	-5%	4%	38%	1.1%	-1%
COc1ccc(-c2csc(NC(=O)CSc3nnnn3C)n2)cc1OC	7%	-5%	-7%	8.2%	-5%
CCOc1ccc(-c2cc(CCCC(=O)NCCc3ccc(OC)c(OC)c3OC)no2)cc1	-8%	-2%	7%	i	4%
CCCCNC(=O)C1CCN(Cc2ccc(OCc3ccccc3)cc2)CC1	-1%	0%	66%	i	1%
CCCCC1(CCCC)C(=O)NC(=Nc2cccc(C)c2)NC1=O	1%	-1%	54%	i	6%
O=c1[nH]cc(C(F)(F)F)cc1NS(=O)(=O)c1ccc([N+](=O)[O-])cc1	6%	4%	39%	0.5%	-4%
N#Cc1ccsc1NC(=O)c1ccc(Cl)c([N+](=O)[O-])c1	13%	1%	4.4µM*	0.9%	18%
N#Cc1ccccc1OCC(=O)NCC(c1cccs1)N1CCOCC1 (configuration not stated)	-5%	-10%	22%	3.3%	-10%
COc1ccccc1NCC(=O)NC(=O)NC1CCCCC1	x	-6%	12%	1.4%	-2%
O=[N+]([O-])c1ccc(OCCCn2cncn2)cc1	9%	-9%	4%	i	-3%
CSCC[C@H](NC(=O)C1=NN(c2c(F)c(F)cc(F)c2F)C(=O)CC1)c1nc2ccccc2[nH]1	-2%	-1%	-22%	i	-5%
Cc1ccc(Cl)cc1NC(=O)C1CC1c1ccccc1 (configuration not stated)	-7%	7%	5%	0.6%	-6%

Laid out differently: results already given.
molecule: COc1ccc(S(=O)(=O)Nc2ccc3c(c2)OCCO3)cc1Cl
  Salmonella PhoP GFP = -4%
  H37Rv inhibition = -1%
  tuberculosis growth = 8%
  inhibitors of VEEV = 1.4%
  influenza NS1A = -37%

molecule: Cc1ccc(Cl)cc1NC(=O)C1CC1c1ccccc1 (configuration not stated)
  Salmonella PhoP GFP = -7%
  H37Rv inhibition = 7%
  tuberculosis growth = 5%
  inhibitors of VEEV = 0.6%
  influenza NS1A = -6%

molecule: COc1ccccc1NCC(=O)NC(=O)NC1CCCCC1
  Salmonella PhoP GFP = x
  H37Rv inhibition = -6%
  tuberculosis growth = 12%
  inhibitors of VEEV = 1.4%
  influenza NS1A = -2%

As a short view, part of the list above:
SMILES	Salmonella PhoP GFP	H37Rv inhibition	tuberculosis growth	inhibitors of VEEV	influenza NS1A
Cc1cc2nnc(SC(C)C)n2c2ccccc12	6%	-2%	2%	3.0%	0%
CC(C)c1csc(CN2CCC(CO)(Cc3cccc(F)c3)CC2)n1	9%	17%	11%	0.9%	-2%
O=C(N/N=C/c1c[nH]c2ccccc12)c1cc(-c2ccc(-c3ccccc3)cc2)n[nH]1	5%	2%	5%	1.9%	5%
Cc1ccccc1NC(=O)CSc1nc(Nc2ccccc2)nc(N2CCOCC2)n1	-7%	3%	0%	7.8%	-2%

Among those listed so far, these contain bromine.
SMILES	Salmonella PhoP GFP	H37Rv inhibition	tuberculosis growth	inhibitors of VEEV	influenza NS1A
COc1ccc(C)cc1Nc1n[n+](-c2ccccc2)c(-c2cc(OC)c(OC)cc2Br)s1	18%	62%	78%	8.6%	-4%
COc1ccc(C(=O)COC(=O)C2CC3CCCC(C2)C3=O)cc1Br (configuration not stated)	-1%	9%	24%	2.4%	-3%

The results go on:
SMILES	Salmonella PhoP GFP	H37Rv inhibition	tuberculosis growth	inhibitors of VEEV	influenza NS1A
O=C(NC(=S)NC1CCS(=O)(=O)C1)c1cccc([N+](=O)[O-])c1 (configuration not stated)	0%	-8%	-9%	0.8%	-8%
COc1ccc(NS(=O)(=O)c2cccc(C(=O)NCC(c3ccccc3)N(C)C)c2)cc1 (configuration not stated)	4%	0%	12%	0.5%	1%
CNC(=O)/C(C#N)=C/c1c(N2CCN(c3cccc(Cl)c3)CC2)nc2c(C)cccn2c1=O	-9%	0%	-2%	7.7%	-1%
CCN1CCN(C(=O)CSc2cc(=O)n(CC)c3ccccc23)CC1	8%	-1%	-18%	2.1%	-2%
CC1=C(C(=O)Nc2cccc(C(=O)NC(C)C)c2)SCCO1	6%	6%	40%	0.7%	-22%
O=C(O)c1ccccc1NC(=S)NC(NC(=O)c1ccccc1[N+](=O)[O-])C(Cl)(Cl)Cl (configuration not stated)	-13%	1%	79%	6.9%	1%
COc1ccc(C(=O)NC(=S)Nc2ccccc2N2CCOCC2)cc1[N+](=O)[O-]	-9%	2%	73%	1.7%	-3%
Cc1cc(C)cc(OCc2ccc(C(=O)NC3CCOC3=O)o2)c1 (configuration not stated)	-15%	8%	-2%	0.7%	-9%
Brc1ccccc1-n1nnc(-c2ccnc3ccccc23)n1	-8%	-4%	18%	8.0%	-3%
COc1cc(CNCCNC(=O)c2cccs2)cc(OC)c1OC	-2%	-2%	9%	i	-5%
COc1cccc(/C=C/C(=O)OCC(=O)N2CCN(c3ccccc3)CC2)c1	x	u	u	3.3%	-1%
CCCc1[nH]nc2c1C(c1cccc(OC)c1)C(C#N)=C(N)O2 (configuration not stated)	14%	1%	17%	1.1%	16%
C=CCNC(=O)C1CC(=O)N(c2ccc(Br)cc2)C1 (configuration not stated)	-8%	5%	1%	3.8%	-2%
COc1ccccc1N(CC(=O)NC1CCCCC1)S(=O)(=O)c1cccs1	6%	3%	3%	1.0%	-6%
Cn1c(COc2ccccc2)nnc1SCC(=O)c1cccc([N+](=O)[O-])c1	-6%	-1%	17%	i	-2%
CC(C)c1ccc(CN2CCSCC2)cc1	-2%	4%	12%	1.2%	2%
CC(C)n1nnnc1SCC(=O)Nc1ccc2c(c1)OCO2	12%	20%	1%	2.5%	6%
O=c1[nH]c(S)c(/C=C2\C=Nc3ccccc32)s1	0%	3%	-4%	i	x
Cc1cccc(NC(=O)CN2C(=O)N/C(=C/c3ccc(C)s3)C2=O)c1	-19%	-2%	9%	i	13%
COc1ccc(S(=O)(=O)N2CCCC(C(=O)N3CCOCC3)C2)cc1OC (configuration not stated)	10%	4%	-6%	0.2%	1%
O=C(c1ccc(S(=O)(=O)N2CCOCC2)cc1)N1CCCc2ccccc21	4%	-7%	1%	i	-11%
O=C(COC(=O)c1ccc(S(=O)(=O)N2CCCC2)cc1)NCc1ccco1	17%	2%	5%	i	-2%
CC1(C)OC(=O)N(c2ccccc2)C12C=Cc1cc(Br)ccc1O2 (configuration not stated)	1%	-5%	31%	i	1%
Cc1cc2nncn2c2ccccc12	-16%	-12%	x	0.0%	-6%
Cc1ccnc(NC(=O)CCC2COc3ccccc3O2)c1 (configuration not stated)	-2%	9%	23%	0.2%	-1%

(list continues)
SMILES	Salmonella PhoP GFP	H37Rv inhibition	tuberculosis growth	inhibitors of VEEV	influenza NS1A
COC(=O)c1ccc(C2/C(=C(/O)c3ccc4c(c3)CC(C)O4)C(=O)C(=O)N2CCN2CCOCC2)cc1 (configuration not stated)	10%	-11%	-7%	3.9%	1%
CCN(CC)C(=O)Cn1c(=O)n(CCCCCC(=O)Nc2ccccc2)c(=O)c2sccc21	-3%	-1%	-16%	1.5%	-7%
COc1ccc(/C(CC2(O)C(=O)Nc3ccccc32)=N\O)cc1 (configuration not stated)	3%	-5%	-8%	6.4%	-1%
CN(C)c1nc(NCc2ccccc2)nc(N/N=C/c2cccc(Br)c2)n1	2%	u	13%	4.7%	2%
CC12CN3CC(C)(CN(C1)C3c1ccc(Cl)cc1)C2 (configuration not stated)	4%	-1%	-9%	3.8%	-19%
COc1ccccc1NC(=O)CSc1nc(N)c(-c2ccccc2)c(=O)[nH]1	-10%	17%	-2%	6.8%	-8%
CNC(=S)N(CCc1c(C)[nH]c2ccc(Cl)cc12)Cc1cc(OC)c(OC)c(OC)c1	-2%	-4%	x	u	15%
Cc1cc2n(n1)SC(Nc1ccccc1)N2 (configuration not stated)	-5%	-7%	i	1.1%	-20%
